Shiga inhibitor: A qHTS for Small Molecule Inhibitors of Shiga Toxin. Vero cells, Shiga toxin protein synthesis inhibition reporter. inhibition, % at 38.7 µM. hit rate 9.2% among 290,000. AID 2315, 2010; in the data active = inhibition mostly above about 28%, no sharp cut-off; inactive = mostly below about 43%; also: 0% is about no effect
Sm TGR block: qHTS Assay for the Inhibitors of Schistosoma Mansoni Peroxiredoxins; AID 485364, 2010; Potency, µM (titrated, usually from 114 µM), inactives show at the top dose activity change, negative = inhibition, most hits filed as inhibitors; hit rate 3% among 360,000; purified TGR, DTNB reduction, TNB absorbance 405 nm; also: potency is read from the fitted curve at half-maximal effect; % is scaled to controls: 0 for no effect and ±100 for the full control effect; nearly all actives have a fitted effect of over 60% in size
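Kinetic colorimetric format: TGR-catalysed, NADPH-driven DTNB reduction monitored via TNB absorbance. Enzyme dispensed at 20 nM; compound exposure 15 min at room temperature before reaction start.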
Pf growth 96h: Primary qHTS for delayed death inhibitors of the malarial parasite plastid, 96 hour incubation; P. falciparum luciferase reporter growth, 96 h; Potency, µM (titrated, usually from 28.7 µM), inactives show top-dose activity change, negative = inhibition, usual class: inhibitors; hit rate 6.9% among 320,000; also: potency is read from the fitted curve at half-maximal effect; % is scaled to controls: 0 for no effect and ±100 for the full control effect
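Two parasite generations (96 h, 37 C, 5% CO2) of compound exposure in infected erythrocytes (0.05% parasitemia, 2% hematocrit). Luciferase-reporter P. falciparum; decreased luminescence indicates inhibited growth, aimed at apicoplast-acting delayed death.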
CHX counter: Cycloheximide Counterscreen for Small Molecule Inhibitors of Shiga Toxin; cell reporter, cycloheximide protein synthesis inhibition counterscreen; max response, %; hit rate 12% among 300,000; AID 2314, 2010; in the data active = max response mostly above about 13%, no sharp cut-off; inactive = mostly below about 14%; also: read at 38.3 µM for the half of the compounds with a filed dose; 0% is about no effect
Pf growth 48h: Primary qHTS for delayed death inhibitors of the malarial parasite plastid, 48 hour incubation; Potency, µM (doses to about 28.7 µM), without a hit: at the highest dose activity change, negative = inhibition, usual class: inhibitors; hit rate 5.9% among 310,000; P. falciparum luciferase growth in erythrocytes, 48 h; also: potency is read from the fitted curve at half-maximal effect; % is scaled to controls: 0 for no effect and ±100 for the full control effect
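Parasite viability was followed by luminescence of a genomically integrated firefly luciferase. Cultures held 0.1% parasitemia at 2% hematocrit (final), incubated under 5% CO2 at 37 C.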
FBPA Giardia inh: qHTS Assay for Inhibitors of Fructose-1,6-bisphosphate Aldolase from Giardia Lamblia. purified Giardia FBPA. Potency, µM (titrated, usually from 59.6 µM), for inactives: top-dose activity, negative = inhibition, actives largely listed as inhibitors. hit rate 0.71% among 290,000. AID 2451, 2010; also: potency is read from the fitted curve at half-maximal effect; % is scaled to controls: 0 for no effect and ±100 for the full control effect; nearly all actives have a fitted effect of over 55% in size
Target sequence (A8B2U2 whole entry, looked up): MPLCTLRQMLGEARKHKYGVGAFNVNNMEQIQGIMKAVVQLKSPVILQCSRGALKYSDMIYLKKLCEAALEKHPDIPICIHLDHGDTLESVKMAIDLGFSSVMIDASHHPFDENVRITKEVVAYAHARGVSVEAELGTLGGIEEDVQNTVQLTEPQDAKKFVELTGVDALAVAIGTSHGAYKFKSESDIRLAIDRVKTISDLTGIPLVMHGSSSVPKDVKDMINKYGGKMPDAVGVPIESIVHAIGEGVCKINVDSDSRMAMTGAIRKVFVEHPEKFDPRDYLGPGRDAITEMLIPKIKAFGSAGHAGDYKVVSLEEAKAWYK
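40 nM FBPA preincubated 10 min at RT with compound (up to 57.5 uM final), then substrate plus GAPDH/TPI/NAD/arsenate coupling and diaphorase/resazurin added. Fluorescence read after 20 min at RT, 525/598 nm.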
The depositor's hits bear a star; i = inactive; ? = inconclusive; . = no result given; & = joins results of further samples; [ ] = dose if it differs, or a comment. Unless noted, calls follow the shape of the dose curve; as a rule, active = well fitted curve in the direction sought with a large enough effect; inconclusive = small, poorly fitted or top-dose-only effect, or another doubt; inactive = no such curve, though single readings can be large; an effect the other way counts as inactive or inconclusive.

cpd	mol	Shiga inhibitor	Sm TGR block	Pf growth 96h	CHX counter	Pf growth 48h	FBPA Giardia inh
1	Cc1ccc(-n2c(SCC(=O)NCCC3=CCCCC3)nc3n[nH]c(C)c3c2=N)cc1Cl	-5	-12%	-13%	-7	?	14%
2	COC(=O)Cc1cc(=O)oc2c(C)c(O)ccc12	-4	-6%	39%[activator]	-1	9%	8%
3	C/C(=N/NC(=O)c1ccc2c(c1)OCO2)c1ccc(NC(=O)C(F)(F)F)cc1	36*	0%	90%[activator]	41*	116%[activator]	0%
4	CCOc1cc(/C=N/NC(=O)Cn2nc([N+](=O)[O-])cc2C)cc(Br)c1OCc1ccccc1C	-5	-20%	?	-4	.	-2%
5	Cc1cc2cc(CN(Cc3nnnn3C3CCCCC3)CC3CCCO3)c(=O)[nH]c2cc1C (stereo unspecified)	-10	-29%	-11%	-3	8.3µM*	-20%
6	CCCOc1ccc(CNC(=S)NCc2ccc(OC(C)C)cc2)cc1	-13	-15%	?	1	-12%	2%
7	COCC1CCCCN1Cc1cn[nH]c1-c1ccc2cc(OC)ccc2c1 (stereo unspecified)	32*	9%	-28%	19*	-6%	-4%
8	O=C(NC(Cc1ccccc1)C(=O)O)/C(=C\c1ccc(F)cc1)NC(=O)c1ccco1 (stereo unspecified)	-26	-5%	-24%	-4	14%	5%
9	O=C(NCCOc1ccc(Cl)cc1)c1ccc2c(c1)OCCO2	.	-14%	172%[activator]	.	251%[activator]	.
10	COc1cc2c(cc1OC)CN(S(=O)(=O)c1ccccc1F)CC2	-9	-12%	-13%	5	-19%	3%
11	O=C1CC(c2cccnc2)=NN1c1ccc(Cl)cc1Cl	18	2%	27%	-5	?	4%
12	CCCCNc1ncnc2c1cnn2-c1ccc(Cl)cc1	72*	0%	128%[activator]	51*	45%[activator]	-14%
13	COc1ccc(/C=N/NS(=O)(=O)c2ccc(C)cc2)cc1	-2	-1%	3.3µM*	1	35%[activator]	-1%
14	C/C(CC(=O)Nc1cc(Cl)ccc1Cl)=N\NC(=O)c1ccccc1Br	12	1%	2%	9	?	-16%
15	COc1cccc(-c2c3c([nH]c(=O)c2C#N)CCc2cc(OC)ccc2-3)c1	-22	7%	-2%	-4	-12%	2%
16	O=C(CCCCCn1c(=S)[nH]c2ccc(N3CCOCC3)cc2c1=O)NCc1ccccc1Cl	-3	-7%	?	-2	?	2%
17	CCOC(=O)c1cccc(NC(=S)N2CCN(c3ncc4c(=O)c(C(=O)O)cn(CC)c4n3)CC2)c1	2	0%	8%	-2	-3%	-12%
18	Cc1nnc(N2CCCC(C(=O)Nc3cc(F)ccc3F)C2)c2nn(-c3ccccc3)c(C)c12 (stereo unspecified)	-3	2%&27%	?	1	?	.
19	CC(O)[C@H]1CNC(=O)C(=O)N1CCC12CC3CC(CC(C3)C1)C2 (stereo partly specified)	2	-16%	11%	-13	-19%	-2%
20	Nc1c(C(=O)NCc2ccc3c(c2)OCO3)nnn1CC(=O)Nc1ccc(Br)cc1	5	-3%&4%	31%[activator]	-4	-2%	26%
21	COc1cc(C2Nc3ccc4ccccc4c3C3=C2C(=O)CC(C)(C)C3)ccc1OCC(=O)O (stereo unspecified)	.	-23%	0.93µM*	0	?	-5%
22	O=C(CSc1nccc(-c2cccs2)n1)Nc1cccc(Cl)c1	23	0%	?	11	15%	-5%
23	CN(CC(=O)Nc1cccc(F)c1)C(=O)c1ccc(N2CCCCC2)c([N+](=O)[O-])c1	.	1%	11%	.	3%	.
24	Clc1ccc(Cn2ccnc2)cn1	-9	2%	?	-4	40%[activator]	0%
25	Cc1c(Cl)cccc1-n1nnnc1-c1cccs1	-11	-5%	.	-3	?	-3%
26	O=C(Nc1ccccc1)OCCN1CCN(Cc2ccccc2)CCC1=O	-11	3%	18%	5	31%[activator]	4%
27	COc1ccccc1NS(=O)(=O)c1cccc(C(=O)N/N=C/c2ccc(NC(C)=O)cc2)c1	3	-10%	23%	-2	0%	2%
28	CCc1c(O)nc(N2CCN(Cc3ccccc3)CC2)[nH]c1=O	-15	-5%	.	-1	1%	0%
29	CC12CC[C@H]3[C@@H](CCC4(O)C[C@H](O)CCC34/C=N/NC(=O)c3ccccc3F)C1(O)CCC2C1=CC(=O)OC1 (stereo partly specified)	-15	-5%	-29%	17	-19%	-7%
30	Cc1cnc(CN(C)Cc2nc(Cc3cccc(C(F)(F)F)c3)no2)[nH]1	22	-13%	4%	1	?	1%

3 entries from above, arranged by number of heavy atoms, falling:
cpd	mol	Shiga inhibitor	Sm TGR block	Pf growth 96h	CHX counter	Pf growth 48h	FBPA Giardia inh
5	Cc1cc2cc(CN(Cc3nnnn3C3CCCCC3)CC3CCCO3)c(=O)[nH]c2cc1C (stereo unspecified)	-10	-29%	-11%	-3	8.3µM*	-20%
3	C/C(=N/NC(=O)c1ccc2c(c1)OCO2)c1ccc(NC(=O)C(F)(F)F)cc1	36*	0%	90%[activator]	41*	116%[activator]	0%
11	O=C1CC(c2cccnc2)=NN1c1ccc(Cl)cc1Cl	18	2%	27%	-5	?	4%

Additional records:
cpd	mol	Shiga inhibitor	Sm TGR block	Pf growth 96h	CHX counter	Pf growth 48h	FBPA Giardia inh
31	COC(=O)c1ccc(NC(=O)COc2ccc([N+](=O)[O-])cc2)cc1	-1	12%	0%	4	?	4%
32	CCOC(=O)CNC(=O)CSc1nc2cccnc2n1Cc1ccccc1	14	-3%	.	9	-16%	-11%
33	CC(C#N)N1CCN(S(=O)(=O)c2ccc3c(c2)CCC3)CC1 (stereo unspecified)	.	-7%	-24%	.	-15%	.
34	CN(CC(=O)Nc1ccc(F)cc1)C(=O)c1cc([N+](=O)[O-])ccc1N1CCOCC1	.	-9%	25%	.	23%	.
35	CN1CCN(C(=O)c2ccc3c(c2)OCCO3)CC1	13	-17%	?	-3	15%	-1%
36	Cc1nc([N+](=O)[O-])c(Br)n1Cc1ccc(Cl)c(Cl)c1	-4	9%	-18%	-4	?	1%
37	Cc1cc(-c2cc(C(=O)NCc3ccccc3)on2)nc(NCC2CC2)n1	-4	-12%	0%	-4	?	3%
38	O=C(CSc1ncccc1-c1nc2ccccc2[nH]1)N1CCN(c2ccccc2F)CC1	54	-3%	0%	56*	0%	-23%
39	COc1ccc(NC(=O)C2(c3cccs3)CCOCC2)cc1	-5	5%	-23%	3	4%	7%
40	CC(C)(CO)Nc1ccc([N+](=O)[O-])cc1[N+](=O)[O-]	-18	-2%	1%	-3	13%	0%
41	O=C(CN1CCOCC1)Nc1ccc(OC(F)(F)F)cc1	28	10%	-12%	21*	35%[activator]	?
42	CCCn1ncc(/C=N/O)c1C	-4	10%	18%	-2	8%	1%
43	COc1cc(OC)cc(C(=O)Nc2cc(-c3cn4cccnc4n3)ccc2C)c1	1	10%	-15%	-7	-3%	0%
44	Cc1ccc(C(=O)c2ccc(C)cc2)cc1	79*	4%	-28%	40*	i	1%
45	Cc1cc(C(=O)NCc2ccccc2Cl)c2ccccc2n1	25	2%	3%	5	-6%	11%
46	COc1ccc(-c2cc(C(=O)N3CCN(C(=O)c4ccccc4F)CC3)[nH]n2)cc1	-12	-8%	?	2	?	1%
47	COCc1[nH]nc2c1C(c1cc(OC)c(O)c(OC)c1)C(C#N)=C(N)O2 (stereo unspecified)	7	-34%	?	9	12%	?
48	CCCOCC(O)CC(Cc1ccccc1)C(=O)NN (stereo unspecified)	-26	-3%	27%	-3	1%	2%
49	O=C(CN1CCc2ccccc2C1)Nc1ccccc1F	8	6%	16%	-1	-18%	-9%
50	O=C(NCCc1ccc(F)cc1)c1coc(=O)c(Br)c1	32	-14%	37%[activator]	14	10%	2%
51	CCCN(/C=N/c1sc2c(c1C#N)CCCCC2)CCC	18	-10%	0%	16	?	.
52	N#C/C(=C\c1c(N2CCC(C(N)=O)CC2)nc2ccccn2c1=O)S(=O)(=O)c1ccccc1	-7	-10%	32%[activator]	-5	-8%	0%
53	COc1ccc(/C=C2\SC(=S)N(N3CCOCC3)C2=O)c(OC)c1	1	-8%	23%	-2	-7%	-2%
54	Cc1nc2ccccc2n1CC(O)COCC1CC=CCC1 (stereo unspecified)	13	3%	18%	-3	?	-6%
55	On1nnc2ccc3ccccc3c21	-7	6%	-24%	-4	3%	-4%
56	Cc1cc(NC(=O)CCCN2C(=O)c3cccc4cccc(c34)C2=O)no1	-25	-17%	?	-2	3%	4%
57	COc1cc(NC(=O)c2ccccc2F)c(OC)cc1NC(=O)CN1CCCCC1	2	-20%	51%	-1	-25%	-29%
58	C=CCN1C(=O)/C(=C2/Sc3ccccc3N2CC)SC1=S	-11	3%	85%	2	?	1%
59	CCn1c(-c2ccc(N(C)C)cc2)nc2ccccc21	73	6%	?	23	64%[activator]	.
60	CS(=O)(=O)N(CC(=O)NCc1ccccc1Cl)Cc1ccccc1	-6	-24%	-21%	-2	-4%	3%

(further entries)
cpd	mol	Shiga inhibitor	Sm TGR block	Pf growth 96h	CHX counter	Pf growth 48h	FBPA Giardia inh
61	C=CCOc1cc(OC)c(OC)c(OC)c1	-2	4%	-1%	-1	17%	-6%
62	Cc1cccnc1NC(=O)c1cc2c(=O)oc3ccccc3c2s1	-10	-2%	?	-2	9%	4%
63	COCCCn1c(N)c(C(=O)NCCC(C)C)c2nc3ccccc3nc21	-19	-28%	?	-2	?	?
64	CN(CCO)C(=O)c1ccc(-c2nn(C)c(=O)c3ccccc23)cc1	-9	2%	6%	8	9%	-2%
65	Cc1ccc(C(=O)N2CCN(S(=O)(=O)N3CCOCC3)CC2)cc1	-4	-1%	?	-2	2%	3%
66	COc1ccccc1N1CCN(C(=O)C(F)F)CC1	-3	20%[11.4 µM]	?	1	.	1%
67	Cc1ccccc1NC(=O)C(C)SCc1ccccc1 (stereo unspecified)	36	7%	-18%	5	-7%	10%
68	O=C(Oc1coc(CSc2nnc(NC(=O)C3CC3)s2)cc1=O)c1ccccc1	12	0%	32%[activator]	1	-1%	11%
69	CCN1CCN(CCCNC(=O)CCc2nc(-c3ccc(OC)cc3)no2)CC1	8	5%	?	-1	5%	-2%
70	CC/S(CC1CC1(Cl)Cl)=N\S(=O)(=O)c1ccc(C)cc1 (stereo unspecified)	-8	-20%	.	-1	-1%	4%
71	O=C(CSc1nc2ccccc2c(=O)n1-c1ccc(F)cc1)Nc1ccc2c(c1)CCC2	16	4%	9.3µM*	11	9.3µM*	0%
72	CCC(C)[C@H](NC(=O)C1CC(=O)N(c2ccc3c(c2)OCCO3)C1)C(=O)NC1CCCC1 (stereo partly specified)	32	-17%	10%	-2	10%	-1%
73	O=S(=O)(c1cccc(Cl)c1)N1CCC(c2nc3ccccc3[nH]2)CC1	20	24%	2%	-3	-13%	8%

Compound activity: PubChem, National Center for Advancing Translational Sciences (NCATS)
